Source: PubChem BioAssay (several laboratories)
NR2E3 ag-1: agonists of human nuclear receptor NR2E3 | 320,000 tested, 0.12% active | AID 2300 | Q9Y5X4 | inhibition of corepressor binding, % at 4.78 µM | GST-NR2E3/biotin-RetCOR TR-FRET, 1536-well;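 active = percent inhibition above the cutoff of mean plus 3 SD of all tested compounds, set per screening campaign, cut at about 20% in these data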;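 also: 0% = DMSO wells and 100% = biotin wells as full block of FRET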
Target sequence (Q9Y5X4 whole entry, looked up): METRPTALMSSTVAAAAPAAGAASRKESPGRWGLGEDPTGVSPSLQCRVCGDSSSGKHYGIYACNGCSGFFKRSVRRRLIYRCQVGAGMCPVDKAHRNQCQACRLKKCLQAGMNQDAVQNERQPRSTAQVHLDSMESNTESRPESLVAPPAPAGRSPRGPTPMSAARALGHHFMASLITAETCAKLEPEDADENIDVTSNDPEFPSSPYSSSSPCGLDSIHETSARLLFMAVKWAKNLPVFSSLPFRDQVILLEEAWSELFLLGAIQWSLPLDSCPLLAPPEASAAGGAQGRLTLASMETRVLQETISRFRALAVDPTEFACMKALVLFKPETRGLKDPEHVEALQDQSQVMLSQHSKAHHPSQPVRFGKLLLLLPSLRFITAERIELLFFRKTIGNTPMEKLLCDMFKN
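Test system: GST-NR2E3 and biotin-RetCOR proteins | Quantity: 1.35 nM GST-tagged NR2E3 final | Medium: Tris pH 7.5 | Also added: 7 nM biotin-RetCOR | Dosing: Compound at 4.8 µM, single dose | Timing: 5 h at 4 °C | Detection: Time-resolved FRET | Read-out basis: Percent inhibition | Benchmarks: Biotin wells as high control, 0.6% DMSO wells as low control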
TRPM1 prom inh: MITF TRPM1 promoter inhibition in SK-MEL-5 cells; SK-MEL-5 TRPM1 promoter luciferase, 24 h; inhibition, % at 12.5 µM; 330,000 tested, 0.83% active; AID 488899;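 active = mean inhibition across replicates of 60% or more, whatever share of single replicates reaches that level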; also: values of inactives mirror those of a sister screen read the other way
H9c2 protect: myocardial damage modulation in H9c2 cells | H9c2 cardiomyocytes, H2O2 injury protection, ATPLite, 2 h | 360,000 tested, 0.63% active | protection from H2O2 cell death, % at 20 µM;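 active = compounds giving at least 50% protection of heart cells from peroxide-induced death in the single-dose screen, raw or plate-pattern-corrected value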;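 also: 0% = DMSO wells with peroxide and 100% = DMSO wells without peroxide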
NR2E3 ag-2: activates human NR2E3 receptor. Q9Y5X4. 360,000 tested, 0.35% active. inhibition of corepressor binding, % at 3.98 µM. CHO-S Gal4-NCOR/VP16-NR2E3 two-hybrid, luciferase. AID 602229;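 active = inhibition above the mean of all tested compounds plus 3 SD, cut at about 70% in these data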;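 also: 0% = DMSO with NR2E3 transfected cells and 100% = cells lacking NR2E3 construct; higher means lower luciferase signal from less NR2E3 corepressor binding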
Peg3 promoter: reduces Peg3 promoter-driven luciferase expression in HeLa. inhibition, % at 20 µM. HeLa PEG-Prom luciferase reporter, luminescence, overnight. 360,000 tested, 1.7% active;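 active = inhibition of at least 50% at 20 µM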
Shn3 3UTR inh: inhibitors of Schnurri-3 3'UTR reporter in osteoblasts; Clone20 osteoblast Shn3 3'UTR firefly luciferase, 24 h; AID 588674; inhibition, % at 12.5 µM; 360,000 tested, 0.52% active;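 active = mean inhibition of at least 75% with every replicate also reaching 75%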;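 also: 0% = median of neutral control wells and 100% = pilot-screen positive control compound; some compounds past the cut are filed as inactive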
PDI inh: PDI (human) enzyme inhibition. P07237. PDI insulin aggregation turbidity, A650, 90 min. inhibition, % at 10 µM. 350,000 tested, 0.052% active. AID 588391;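 active = mean inhibition across replicates of 30% or more, whatever share of single replicates reach that level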;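 also: absorbance from insulin aggregation driven by PDI reduction with DTT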
Target sequence (P07237 whole entry, looked up): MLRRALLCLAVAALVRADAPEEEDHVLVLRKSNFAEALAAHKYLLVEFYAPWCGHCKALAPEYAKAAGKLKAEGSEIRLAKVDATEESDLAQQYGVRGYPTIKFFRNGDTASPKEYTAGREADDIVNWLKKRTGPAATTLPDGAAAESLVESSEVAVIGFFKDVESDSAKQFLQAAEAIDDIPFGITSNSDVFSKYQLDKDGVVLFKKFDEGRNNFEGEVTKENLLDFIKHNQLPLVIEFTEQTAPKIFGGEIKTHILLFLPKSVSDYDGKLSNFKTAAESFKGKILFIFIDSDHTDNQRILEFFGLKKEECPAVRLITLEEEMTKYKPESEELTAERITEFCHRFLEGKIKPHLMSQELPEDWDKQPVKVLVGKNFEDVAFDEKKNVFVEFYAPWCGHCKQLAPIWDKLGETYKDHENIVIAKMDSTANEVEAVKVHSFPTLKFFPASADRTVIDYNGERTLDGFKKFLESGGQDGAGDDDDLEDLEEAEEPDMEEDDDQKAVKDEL
HTR2A ag: activates the mouse 5-HT2A serotonin receptor; P35363; CHO-K1 mHTR2A beta-arrestin complementation, luminescence; percent of 30 µM serotonin response; activation, % at 7.6 µM; 360,000 tested, 0.66% active;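 active = activation above a run cutoff, the mean activation of all tested compounds plus 3 SD, cut at about 14% in these data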;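 also: 0% = plate median of compound wells and 100% = 30 µM serotonin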
HIF-2a inh: inhibitors of HIF-2a. 786-0 RCC cells HIF-2a reporter, luciferase luminescence, overnight. inhibition, % at 18.8 µM. AID 624352. 360,000 tested, 0.72% active;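 active = inhibition of the luminescence signal of 40% or more relative to plate controls, in a single-dose primary screen at 18.75 µM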
iPSC survival up: enhancers of human iPSC single-cell survival | 360,000 tested, 0.044% active | survival enhancement, % at 20 µM | hiPSC single-cell survival, ATPlite luminescence; 100% = ROCK inhibitor wells, 0% = DMSO | AID 602274; in the data active = survival enhancement above about 18%;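 also: cells exposed to compounds for 16 hours before the ATP read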
CaV13 FRET inh: Disruptors of the CACNA1D IQ motif to Ca2+-dependent inactivation inhibitor domain association, primary screening, Förster resonance energy transfer in intact living …; HEK cells, CFP/YFP FRET ICDI-IQ, plate reader, 10 min; percent FRET-ratio fall versus neutral wells; inhibition, % at 12.3 µM; 340,000 tested, 0.098% active;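 active = mean replicate inhibition of at least 30% and at least 1% of replicates passing that level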;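 also: 0% = median of the neutral control wells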
* = called active by the depositor; x = not tested or not shown; & = joins results of further samples. Outcome played no part in choosing rows; 3.9% or so of the library scored in one or more.

SMILES	NR2E3 ag-1	TRPM1 prom inh	H9c2 protect	NR2E3 ag-2	Peg3 promoter	Shn3 3UTR inh	PDI inh	HTR2A ag	HIF-2a inh	iPSC survival up	CaV13 FRET inh
CC(C)NC(=O)NC(=O)CSc1ccc(S(=O)(=O)N2CCOCC2)cn1	x	-10.6	6.0	-0.8	-12.8	-11.3	-1.9	12.0	-5.3	-0.1	-5.7
O=S(=O)(c1ccccc1)C1CC1(c1ccccc1)c1ccccc1 (stereo unspecified)	x	-9.7	0.0	-20.5	9.8	11.8	2.5	-8.0	-3.5	-1.4	-5.8
Cc1sc2ncn(CC(=O)Nc3cccc(S(N)(=O)=O)c3)c(=O)c2c1-c1ccccc1	-0.3	2.5	-1.5	-3.4	17.8	1.9	-0.1	-5.9	2.9	-0.6	-2.5
COc1ccc(CN(C)CC(=O)NC(=O)Nc2ccccc2F)cc1	-2.2	x	-7.9	20.5	-23.4	-12.0	-7.8	-3.0	-36.4	1.7	-5.8
Cc1ccc(C)c(OCC(=O)NCC(c2ccco2)N2CCCCC2)c1 (stereo unspecified)	1.3	0.1	-8.7	-19.5	12.8	5.9	-5.2	-8.1	-4.7	2.1	-5.2
CCN(CC)CCN1C(=O)Cn2c(C)c(C)c3cccc1c32	-1.9&1.1	-15.5&-2.4	4.7&6.1	-16.5&-26.1	14.3&12.9	-2.5&12.1	-2.7&9.3	-3.9&0.6	1.6&-16.7	-0.7&-1.9	-4.1&-8.3
O=C(C1CCCO1)N(c1ccc(F)cc1)C1C=CS(=O)(=O)C1 (stereo unspecified)	-5.1	-11.5	5.0	-22.7	0.0	2.2	8.3	-2.5	18.0	-0.6	-6.6
CCOc1ccc(C2=Nn3c(nnc3-c3ccccn3)SC2)cc1	2.3	1.0	-0.4	12.8	25.4	0.4	4.9	2.6	17.2	3.4	-3.5
COc1cccc(CNC(=O)c2cccc(NC3=NC4CS(=O)(=O)CC4S3)c2)c1 (stereo unspecified)	1.2	x	1.7	-3.4	-4.7	-7.8	x	4.2	5.5	0.3	-6.7
CSc1cccc(NC(=O)CSc2nc3ccccc3o2)c1	0.3	-50.9	-13.4	-68.6	-257.5	-29.3	-2.7	-2.6	-145.6	1.1	-10.8
CCn1c(SCC(=O)NCc2cccs2)nc2c1c(=O)n(C)c(=O)n2C	-1.1	-7.1	0.4	-12.0	12.0	-4.9	7.2	5.0	15.6	0.1	-10.7
COc1cc(NC(=O)c2sc3nc(C)nc(N4CCOCC4)c3c2C)cc(OC)c1OC	-1.7	0.7	6.7	0.3	15.2	12.1	-5.2	6.6	4.5	0.3	-2.4
N=C1C(c2ccccc2)=C(O)CN1CCCO	9.5	3.2	10.7	6.6	9.9	2.7	-10.0	-4.7	21.5	-0.8	-2.4
O=C(Nc1nnc(SCc2ccccn2)s1)C1CC(=O)N(c2ccccc2)C1 (stereo unspecified)	0.1	0.4	1.9	-0.8	12.3	8.3	-6.4	-0.6	15.1	2.5	-3.4
CNc1nc(-c2ccccc2)cc(C)c1S(C)(=O)=O	-1.1	-14.9	-0.9	-24.6	-54.4	-9.8	0.7	-7.5	-54.9	0.0	4.5
COc1ccc(C(=O)Nc2ccc(NC(C)=O)cc2)cc1S(=O)(=O)N(C)Cc1ccccc1	-2.5	1.5	8.8	15.2	17.5	-14.4	7.7	-4.8	14.4	-0.4	-6.7
CC(C)(C)c1ccc(C(=O)NCc2nnc(SCC(=O)N3CCCC3)o2)cc1	x	x	-2.6	-2.6	-3.1	-8.4	-3.0	3.5	-7.3	-4.0	0.1
COc1cc(OC)cc(C(=O)N[C@H](C(=O)OCC(N)=O)C(C)C)c1	0.5	6.3	-0.2	-4.0	11.6	-1.4	12.0	3.4	20.8	-0.7	-5.0
COc1ccc(C(=O)Nc2cccc3c2C(=O)NC3=O)cc1S(=O)(=O)N1CCOCC1	2.1	-4.6	5.4	-21.9	13.2	2.8	0.2	1.4	-1.9	0.6	-5.1
CCN(CC)CCOC(=O)c1ccc(NC(=O)C2(c3ccccc3)CCCC2)cc1	1.2	14.2	-6.9	19.6	11.4	-12.1	-5.3	-12.5	5.0	-0.5	x
CCCN(C(=O)c1ccc(OCC(C)C)cc1)c1c(N)n(Cc2ccccc2)c(=O)[nH]c1=O	0.8	8.1	-0.5	3.5	12.3	28.6	8.7	3.6	6.0	1.0	-1.4
COC(=O)CCCC1=CC2=CC(=O)C(C)(OC(=O)c3cccs3)C(=O)C2=CN1c1ccc(OC)cc1 (stereo unspecified)	2.8	-1.1	2.5	-7.2	-0.2	10.4	-1.6	5.7	0.4	4.7	-5.3
COc1ccc(NC(=O)CSc2ncc(-c3ccc(F)cc3)n2Cc2ccco2)cc1	1.9	-1.7	-23.0	-3.3	13.2	42.9	-8.0	-5.2	23.0	4.2	-3.9
COC(=O)c1ccc(S(=O)(=O)NCc2ccccn2)n1C	-1.2	-2.2	-2.3	23.8	2.9	-1.5	-2.3	1.9	13.4	1.7	7.6
Cc1cc(C(=O)OCC(=O)c2ccc(Cl)c([N+](=O)[O-])c2)c2cccc(C)c2n1	2.9	0.8	-6.2	-17.1	10.9	23.5	6.2	0.3	-1.4	2.2	-3.2
SMILES	NR2E3 ag-1	TRPM1 prom inh	H9c2 protect	NR2E3 ag-2	Peg3 promoter	Shn3 3UTR inh	PDI inh	HTR2A ag	HIF-2a inh	iPSC survival up	CaV13 FRET inh
Cc1cc(Cl)ccc1OCC(=O)NNC(=O)c1cccs1	0.7	1.5	-5.9	-8.6	-50.9	-9.6	6.7	-5.5	-78.6	-0.2	-2.2
CN(c1ccccc1)S(=O)(=O)c1ccc2ccccc2c1	-0.1	-0.1	-2.0	-14.1	0.6	14.2	-5.0	-6.0	-64.3	-0.5	-5.1
COC(=O)C[C@H](NC(=O)Cn1cnc2c(NCc3ccccc3)ncnc21)C(=O)OC	x	5.9	13.4	-5.8	-6.1	-12.4	4.7	5.4	4.2	-0.4	-7.2
O=C(NCCN1CCCCC1)c1cccc2c1C(=O)c1ccc(N3CCCC3)cc1S2(=O)=O	x	-5.7	9.1	13.7	-4.5	-0.6	-2.1	-2.4	-5.1	3.0	-8.4
O=C(NCC1CCCO1)C1CC(=O)N(c2cccc(Cl)c2)C1 (stereo unspecified)	2.3	8.9	1.5	-14.0	2.8	2.9	6.9	2.8	7.8	-0.2	-3.6
OC(COCc1ccc(Cl)cc1)CN1CCN(c2ccccn2)CC1 (stereo unspecified)	-1.4	-14.1	9.2	4.7	-0.7	6.9	7.8	18.1*	4.7	-0.1	-5.1
O=C(CCc1nc(-c2ccc(Cl)cc2)no1)NC1CCCCC1	0.9	-11.7	-9.5	-5.3	-0.1	7.4	6.3	-5.3	-7.9	-0.3	-6.5
COc1cc2nc(NCC3CCCO3)n3nc(-c4cccnc4)nc3c2cc1OC (stereo unspecified)	-2.9	1.4	90.7*	6.4	54.7*	4.8	1.1	4.4	13.5	-1.9	-7.3
CC(C)C[C@@]12C(=O)N(c3cccc(Cl)c3)C(=O)N1[C@H](c1ccc(Cl)cc1)[C@@H]1C(=O)N(C3CCCCC3)C(=O)[C@@H]12	7.2	-4.3	1.0	-18.4	-0.7	10.4	-1.4	0.6	7.5	-0.5	-11.1
CC(C)COP(=O)(OCC(C)C)C(Nc1ccccc1)c1ccc2c(c1)OCO2 (stereo unspecified)	-2.7	2.9	66.6*	-12.4	37.2	43.3	1.1	-2.0	20.2	-0.2	-6.3
O=C1/C(=C/c2cccnc2)Oc2cc(OS(=O)(=O)c3ccccc3)ccc21	-0.8	8.5	1.3	-2.2	-52.0	14.5	-1.1	-0.1	-94.1	-2.8	x
O=c1nc(/C=C/c2ccc(O)c(O)c2)oc2ccccc12	x	-71.0	-3.3	-49.7	-143.3	-54.8	-13.9	-2.8	-202.2	-0.4	x
Cc1cccc(OCC(=O)Nc2nc3ccc([N+](=O)[O-])cc3s2)c1C	0.7	11.5	-11.5	-24.2	5.8	14.6	-3.0	-0.7	-8.9	3.9	-5.5
CC(C(=O)Nc1ccccc1)N(C)CCOc1ccccc1 (stereo unspecified)	3.0	-4.5	4.2	-14.4	8.3	-4.3	-8.2	-4.4	5.4	-0.6	-2.6
O=C(Nc1cccnc1)c1cc(-c2ccco2)on1	-1.3	-3.7	-3.1	6.0	-1.3	-16.1	3.0	20.3*	-45.6	2.4	-3.9
Cc1nc2nc(CSc3ccc(Cl)cc3)cc(=O)n2[nH]1	0.1	0.5	1.1	-0.7	7.0	-7.5	2.6	5.1	4.5	-0.7	x
O=C(N/N=C/c1ccc2cccnc2c1)c1ccco1	-3.9	1.1	-21.5	-137.0	-33.8	21.2	-1.1	-0.9	-122.7	-1.5	-7.2

Record cards, from the list above. Order of screens: NR2E3 ag-1, TRPM1 prom inh, H9c2 protect, NR2E3 ag-2, Peg3 promoter, Shn3 3UTR inh, PDI inh, HTR2A ag, HIF-2a inh, iPSC survival up, CaV13 FRET inh
Results for O=C(NCCN1CCCCC1)c1cccc2c1C(=O)c1ccc(N3CCCC3)cc1S2(=O)=O = x, -5.7, 9.1, 13.7, -4.5, -0.6, -2.1, -2.4, -5.1, 3.0, -8.4
Results for COC(=O)C[C@H](NC(=O)Cn1cnc2c(NCc3ccccc3)ncnc21)C(=O)OC = x, 5.9, 13.4, -5.8, -6.1, -12.4, 4.7, 5.4, 4.2, -0.4, -7.2

Sorted by formula weight (ascending): some entries from above.
SMILES	NR2E3 ag-1	TRPM1 prom inh	H9c2 protect	NR2E3 ag-2	Peg3 promoter	Shn3 3UTR inh	PDI inh	HTR2A ag	HIF-2a inh	iPSC survival up	CaV13 FRET inh
O=c1nc(/C=C/c2ccc(O)c(O)c2)oc2ccccc12	x	-71.0	-3.3	-49.7	-143.3	-54.8	-13.9	-2.8	-202.2	-0.4	x
CN(c1ccccc1)S(=O)(=O)c1ccc2ccccc2c1	-0.1	-0.1	-2.0	-14.1	0.6	14.2	-5.0	-6.0	-64.3	-0.5	-5.1
CC(C(=O)Nc1ccccc1)N(C)CCOc1ccccc1 (stereo unspecified)	3.0	-4.5	4.2	-14.4	8.3	-4.3	-8.2	-4.4	5.4	-0.6	-2.6
O=C(NCC1CCCO1)C1CC(=O)N(c2cccc(Cl)c2)C1 (stereo unspecified)	2.3	8.9	1.5	-14.0	2.8	2.9	6.9	2.8	7.8	-0.2	-3.6
CC(C)COP(=O)(OCC(C)C)C(Nc1ccccc1)c1ccc2c(c1)OCO2 (stereo unspecified)	-2.7	2.9	66.6*	-12.4	37.2	43.3	1.1	-2.0	20.2	-0.2	-6.3
